SIAE inh = human SIAE inhibitors, primary screen, biochemical, fluorescence polarization, FP-Rh probe, 1536-well HTS; inhibition, % at 9.66 µM; 0.69% of 370,000 active; SIAE FP-Rh probe binding; AID 1053197, 2014; Sialate O-acetylesterase (Homo sapiens), Q9HAT2;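 active means inhibition above a cutoff: mean of compounds within the control limits plus 3 SD of those, cut at about 17% in these data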;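 further: 0% = plate median of compound wells and 100% = probe without SIAE protein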
TCR CD3 inh = inhibitors of human TCR-CD3 interaction, primary screen, biochemical, fluorescence, TAMRA-labeled TCR probe; 0.37% of 360,000 active; inhibition, % at 9.4 µM; AID 651800, 2012; in the data active means inhibition above about 19%;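 further: recombinant mutant TCR 2C K166C tagged with TAMRA read by polarization; 0% = receptor in buffer alone and 100% = receptor with positive control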
mABHD4 FP = ABHD4 inhibitors, primary screen, biochemical, fluorescence polarization, mouse | 0.54% of 370,000 active | purified mABHD4, FP-Rh probe fluorescence polarization | inhibition, % at 8.92 µM;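 active means inhibition exceeding the mean over every tested compound plus 3 SD, cut at about 30% in these data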;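 further: 0% = plate median of compound wells and 100% = S159A mutant with DMSO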
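Material: mouse ABHD4 enzyme, wild type; Benchmarks: S159A mutant high control, sample median low control; Buffer or medium: HEPES pH 7.0, NaCl, Pluronic buffer; Signal: fluorescence polarization; Read-out: percent inhibition of probe binding, normalized to plate controls; Timing: pre-incubation 45 min, probe exposure 60 min, at 25 °C; Dosing: 8.92 µM, single dose.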
LEDGF integ inh = blockers of LEDGF/p75-dependent integrase strand transfer – biochemical, TR-FRET, high throughput, primary screen. HIV-1 integrase (with human LEDGF/p75). TR-FRET IN-LEDGF/p75 DNA integration, Eu/Cy5. inhibition, % at 3.7 µM. 0.64% of 370,000 active. AID 743269, 2014;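 active means inhibition above the screen-wide mean plus 3 SD, cut at about 13% in these data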;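 further: signal is the Cy5 over europium emission ratio at 671 and 618 nm; 0% = plate median of compound wells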
MBD2 DNA inh = inhibitors of MBD2 binding to methylated DNA, primary screen, biochemical, TR-FRET, DNA-binding domain, human; Methyl-CpG-binding domain protein 2 (Homo sapiens), Q9UBB5; MBD2 binding to methylated oligonucleotide; inhibition, % at 4.4 µM; 0.31% of 370,000 active; AID 686964, 2013; in the data active means inhibition above about 13%
Target sequence (Q9UBB5 whole entry, looked up, the tested form may be a part): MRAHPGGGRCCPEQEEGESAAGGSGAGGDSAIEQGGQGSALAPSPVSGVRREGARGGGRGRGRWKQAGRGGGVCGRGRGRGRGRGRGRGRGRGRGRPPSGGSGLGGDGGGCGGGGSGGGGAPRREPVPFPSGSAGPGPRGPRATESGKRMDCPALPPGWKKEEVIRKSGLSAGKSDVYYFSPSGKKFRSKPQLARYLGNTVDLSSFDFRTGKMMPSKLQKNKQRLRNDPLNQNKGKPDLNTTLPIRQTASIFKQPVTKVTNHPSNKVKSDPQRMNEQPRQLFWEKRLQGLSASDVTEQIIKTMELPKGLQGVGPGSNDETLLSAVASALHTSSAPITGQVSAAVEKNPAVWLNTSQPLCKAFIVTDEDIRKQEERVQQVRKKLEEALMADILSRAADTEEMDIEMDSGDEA
PRMT1 inh = PRMT1 methyltransferase inhibitors, primary screen, biochemical, fluorescence polarization. Protein arginine N-methyltransferase 1 (Homo sapiens), Q99873. recombinant PRMT1, activity-based probe fluorescence polarization. inhibition, % at 2.79 µM. 1.3% of 370,000 active. AID 652257, 2013;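 active means inhibition above about 21% made by adding two undisclosed values, limit read from the data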
NPR2 activator = human GC-B receptor activators, primary screen, HEK293 GC-B cells, cGMP TR-FRET, EC30 CNP; activation, % at 10 µM; AID 1920062, 2024; Atrial natriuretic peptide receptor 2 (Homo sapiens), P20594; 0.11% of 370,000 active; 0% at EC30 CNP, 100% saturating CNP;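 active means activation at 10 µM reaching about 35% in either raw or pattern-adjusted values, limit read from the data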
HTRA1 inhibitor = HTRA1 serine protease inhibitors, primary screen, biochemical, fluorescence polarization, HTS | 0.5% of 340,000 active | inhibition, % at 5.96 µM | recombinant HTRA1, FP-rhodamine activity-based probe; in the data active means inhibition above about 36%;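 further: 0% = enzyme with DMSO and 100% = wells lacking enzyme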
Target sequence (Q92743 whole entry, looked up): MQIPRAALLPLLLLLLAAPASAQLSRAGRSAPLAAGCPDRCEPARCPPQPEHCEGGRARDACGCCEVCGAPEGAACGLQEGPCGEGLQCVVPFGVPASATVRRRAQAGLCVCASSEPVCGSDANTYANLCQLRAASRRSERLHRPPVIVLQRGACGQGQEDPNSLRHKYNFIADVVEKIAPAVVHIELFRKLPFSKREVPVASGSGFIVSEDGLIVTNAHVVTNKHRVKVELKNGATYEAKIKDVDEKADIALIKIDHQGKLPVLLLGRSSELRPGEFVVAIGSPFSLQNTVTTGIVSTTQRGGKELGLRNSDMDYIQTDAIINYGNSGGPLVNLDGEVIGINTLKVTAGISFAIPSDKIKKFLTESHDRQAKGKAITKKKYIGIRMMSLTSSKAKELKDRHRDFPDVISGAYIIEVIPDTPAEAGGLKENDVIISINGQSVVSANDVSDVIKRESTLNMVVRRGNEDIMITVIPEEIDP
rCAG binder = binders of r(CAG) RNA repeats, primary screen, biochemical, fluorescence; inhibition, % at 3 µM; AID 651821, 2012; r(CAG) RNA repeat, TO-PRO-1 dye displacement fluorescence; 1.3% of 370,000 active;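 active means inhibition above the plate cutoff, the mean of all test compounds on that plate plus 3 SD, cut at about 35% in these data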;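 further: 0% = DMSO alone and 100% = 100 µM mitoxantrone as full dye displacement; higher means more dye released from RNA so lower well fluorescence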
TDP2 inh = human TDP2 enzyme inhibitors, primary screen, biochemical, epi absorbance, recombinant enzyme; 0.34% of 370,000 active; inhibition, % at 12.8 µM; Tyrosyl-DNA phosphodiesterase 2 (Homo sapiens), O95551; T5PNP hydrolysis, p-nitrophenol absorbance 415 nm;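 active means inhibition above the mean of all tested compounds plus 3 SD, set per campaign, cut at about 25% in these data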;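 further: 0% = DMSO with enzyme and 100% = buffer with substrate but no TDP2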
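Assay system: Recombinant human TDP2 | Quantity: 120 nM TDP2 per well | Incubation: 2 h at 37 °C | Signal: Epi absorbance | Evaluation: Percent inhibition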
Starred values were filed as active, the others as inactive; nt = not tested or not shown. A portion of the library; the hit share may differ from the screen's.

SMILES	SIAE inh	TCR CD3 inh	mABHD4 FP	LEDGF integ inh	MBD2 DNA inh	PRMT1 inh	NPR2 activator	HTRA1 inhibitor	rCAG binder	TDP2 inh
CC(=O)c1ccc(NC(=S)NNC(=O)c2ccccc2[N+](=O)[O-])cc1	4	-3	3	-2	0	0	1	5	7	2
CCC(=O)NC(=S)Nc1ccc(NC(=O)c2ccco2)c(Cl)c1	-4	27*	-5	-2	3	-2	2	nt	-1	-8
Cc1cc(OCC(=O)OCC(=O)Nc2ccc(Cl)cn2)ccc1Cl	-6	-3	6	-4	-1	7	1	-13	2	2
CCCCCCNC(=O)Cc1ccc(Br)cc1	4	5	-2	5	-3	-3	-4	1	-4	3
CCN(CC)c1ccc2cc(C(=O)c3cccs3)c(=O)oc2c1	0	-3	1	4	-1	11	-5	nt	12	-6
Cc1occc1C(=O)Nc1ccc2c(c1)OCO2	4	-10	1	0	7	1	6	6	-1	5
Cc1cc(C)c2c(CC(=O)O)coc2c1	2	-6	3	-1	3	0	3	1	2	5
COCCCNC(=S)N/N=C/c1ccc(O)cc1	5	2	5	0	0	-1	6	-4	-2	9
CCOc1ccc(OCCC(=O)OCC(=O)Nc2cc(S(=O)(=O)N3CCOCC3)ccc2OC)cc1	7	-1	6	-1	-2	-5	2	6	6	6
CCCc1nc(SCC(=O)Nc2cc(C)on2)c2ccccc2n1	-6	-3	1	-3	4	12	-6	-3	2	4
CCCS(=O)(=O)NC(=O)C1(C)CCCN(C(=O)c2ccccc2OC)C1 (stereo unspecified)	8	8	1	-1	1	-1	2	nt	1	5
COC(=O)CCSC(=S)N1CCOCC1	-4	12	-1	-2	6	-3	0	-2	-3	1
CC(=O)Nc1ccc(S(=O)(=O)Nc2cc(C)c(-n3nc4ccccc4n3)cc2O)cc1	-22	-5	-3	3	-6	-2	-5	-7	7	4
Cc1cc(C)cc(NC(=O)COC(=O)CCCNC(=O)c2ccc(Cl)cc2)c1	-3	4	-6	1	2	-2	-4	-2	-4	-4
O=C(NC1=NCCS1)c1sc2cc(F)ccc2c1Cl	3	3	-8	5	-3	-2	-1	1	1	4
COc1ccccc1N1CCNC(C)C1=O (stereo unspecified)	-6	5	5	-3	1	-1	0	-1	2	6
Cc1ccc(S(=O)(=O)Nc2cnn(-c3ccccc3)c(=O)c2Cl)cc1	-3	3	0	-2	-2	-1	-6	-7	16	4
CC(CNC(=O)c1ccccc1[N+](=O)[O-])NC(=O)c1ccccc1[N+](=O)[O-] (stereo unspecified)	-3	6	-2	-3	2	2	-2	5	-1	5
Cn1c(-c2ccc[nH]c2=O)nc2cc(Cl)ccc21	6	4	2	-3	-4	1	6	9	-4	0
CC(C)(CCc1ccccn1)C(=O)C(CCc1ccccn1)CCc1ccccn1	6	2	-1	-2	1	2	-1	-1	1	4

Reformatted with values under each structure: 14 of the compounds above.
Results follow in this order: SIAE inh | TCR CD3 inh | mABHD4 FP | LEDGF integ inh | MBD2 DNA inh | PRMT1 inh | NPR2 activator | HTRA1 inhibitor | rCAG binder | TDP2 inh
CC(=O)c1ccc(NC(=S)NNC(=O)c2ccccc2[N+](=O)[O-])cc1
 : 4 | -3 | 3 | -2 | 0 | 0 | 1 | 5 | 7 | 2
CCC(=O)NC(=S)Nc1ccc(NC(=O)c2ccco2)c(Cl)c1
 : -4 | 27* | -5 | -2 | 3 | -2 | 2 | nt | -1 | -8
Cc1cc(OCC(=O)OCC(=O)Nc2ccc(Cl)cn2)ccc1Cl
 : -6 | -3 | 6 | -4 | -1 | 7 | 1 | -13 | 2 | 2
CCCCCCNC(=O)Cc1ccc(Br)cc1
 : 4 | 5 | -2 | 5 | -3 | -3 | -4 | 1 | -4 | 3
CCN(CC)c1ccc2cc(C(=O)c3cccs3)c(=O)oc2c1
 : 0 | -3 | 1 | 4 | -1 | 11 | -5 | nt | 12 | -6
Cc1occc1C(=O)Nc1ccc2c(c1)OCO2
 : 4 | -10 | 1 | 0 | 7 | 1 | 6 | 6 | -1 | 5
Cc1cc(C)c2c(CC(=O)O)coc2c1
 : 2 | -6 | 3 | -1 | 3 | 0 | 3 | 1 | 2 | 5
COCCCNC(=S)N/N=C/c1ccc(O)cc1
 : 5 | 2 | 5 | 0 | 0 | -1 | 6 | -4 | -2 | 9
CCOc1ccc(OCCC(=O)OCC(=O)Nc2cc(S(=O)(=O)N3CCOCC3)ccc2OC)cc1
 : 7 | -1 | 6 | -1 | -2 | -5 | 2 | 6 | 6 | 6
CCCc1nc(SCC(=O)Nc2cc(C)on2)c2ccccc2n1
 : -6 | -3 | 1 | -3 | 4 | 12 | -6 | -3 | 2 | 4
CCCS(=O)(=O)NC(=O)C1(C)CCCN(C(=O)c2ccccc2OC)C1 (stereo unspecified)
 : 8 | 8 | 1 | -1 | 1 | -1 | 2 | nt | 1 | 5
COC(=O)CCSC(=S)N1CCOCC1
 : -4 | 12 | -1 | -2 | 6 | -3 | 0 | -2 | -3 | 1
CC(=O)Nc1ccc(S(=O)(=O)Nc2cc(C)c(-n3nc4ccccc4n3)cc2O)cc1
 : -22 | -5 | -3 | 3 | -6 | -2 | -5 | -7 | 7 | 4
Cc1cc(C)cc(NC(=O)COC(=O)CCCNC(=O)c2ccc(Cl)cc2)c1
 : -3 | 4 | -6 | 1 | 2 | -2 | -4 | -2 | -4 | -4

The list continues.
SMILES	SIAE inh	TCR CD3 inh	mABHD4 FP	LEDGF integ inh	MBD2 DNA inh	PRMT1 inh	NPR2 activator	HTRA1 inhibitor	rCAG binder	TDP2 inh
C=CCn1c(NCCc2ccccc2)nc2c1c(=O)n(C)c(=O)n2C	1	2	3	0	-5	1	5	-12	3	2
COc1ccc(-n2nc3c(c2NC(=O)c2ccc(N4C(=O)CCC4=O)cc2)CSC3)cc1	-24	4	-27	6	3	-2	1	-10	17	-8
COc1ccc(CNCc2cc3c(C(C)(C)C)nn(-c4ccccc4)c3[nH]c2=O)cc1	-4	-7	3	-1	1	-3	3	-6	-1	-7
Cc1ccccc1-c1nnc(SCC(=O)NC2CCCC2)o1	-1	8	-2	1	-9	-3	1	-2	-1	-1
CC1CC(C(O)c2ccccn2)C(=O)C(C(O)c2ccccn2)C1 (stereo unspecified)	6	-8	-2	1	7	2	5	0	-2	2
O=c1cc(N2CCCCCC2)[nH]c(=O)n1-c1ccc(Cl)cc1	4	6	-6	5	3	-3	3	7	1	2
CC(C)C(OC(=O)CN1C(=O)COc2ccccc21)C(=O)NC1CCCCC1 (stereo unspecified)	18*	0	7	0	3	0	-1	-1	-4	5
Cn1c(SCc2nc(-c3ccc(Cl)cc3)no2)nnc1-c1ccco1	-1	-3	1	-4	1	3	0	-6	4	5
O=C(COc1ccc(-c2nnco2)cc1)Nc1c(Cl)cccc1C(F)(F)F	4	6	-1	2	0	-3	4	1	-1	16
COc1ccc(S(=O)(=O)Nc2c(C)cccc2C)cc1-n1cnnn1	1	5	6	0	6	-1	2	4	2	-6
CC(=O)c1ccc(OCC(=O)NC2CCCCCC2)cc1	3	5	2	0	0	-7	8	4	-2	6
CC(C)(C)NC(=O)C1c2ccccc2OCC(=O)N1Cc1ccccn1 (stereo unspecified)	-3	4	2	-2	1	-1	-6	nt	3	11
O=C(N/C(=C\c1ccc([N+](=O)[O-])cc1)C(=O)N1CCCCC1)c1ccccc1Br	5	-7	-15	3	1	-5	0	-2	-1	11
CC1(C)CC(NC(=O)C(Cl)(Cl)Cl)CC(C)(C)N1	2	10	0	-3	-5	-3	-3	4	0	1
CCC(CC)CN1CCC(CN2CCNC(=O)C2=O)CC1	-7	4	3	0	-1	-3	-2	9	0	-1
CCN1CCc2c(C#N)c(N3CCCCC3)nc(N3CCOCC3)c2C1	-1	-7	2	2	4	2	4	-1	-13	6
C[C@H](NC(=O)C1CC(=O)N(c2ccc3c(c2)OCCO3)C1)C(=O)N1CCCCC1 (stereo partly specified)	1	-2	3	-3	0	0	4	2	-2	-3
Cc1ccc(NC(=O)CSc2nnc(COc3ccccc3C)o2)cc1	6	1	-10	-2	2	-1	1	9	-1	8
CCOC(=O)c1cc2sc(C)cc2n1CC(=O)N1CCOCC1	0	1	2	0	0	-2	-4	-2	-3	-5
COc1ccc(CN(Cc2cccnc2)C(=S)NCCc2ccccc2)cc1OC	5	0	2	0	-3	-3	4	-3	-6	-2

Nothing new here: 2 of the compounds above.
SMILES	SIAE inh	TCR CD3 inh	mABHD4 FP	LEDGF integ inh	MBD2 DNA inh	PRMT1 inh	NPR2 activator	HTRA1 inhibitor	rCAG binder	TDP2 inh
CCN1CCc2c(C#N)c(N3CCCCC3)nc(N3CCOCC3)c2C1	-1	-7	2	2	4	2	4	-1	-13	6
C[C@H](NC(=O)C1CC(=O)N(c2ccc3c(c2)OCCO3)C1)C(=O)N1CCCCC1 (stereo partly specified)	1	-2	3	-3	0	0	4	2	-2	-3

(further entries)
SMILES	SIAE inh	TCR CD3 inh	mABHD4 FP	LEDGF integ inh	MBD2 DNA inh	PRMT1 inh	NPR2 activator	HTRA1 inhibitor	rCAG binder	TDP2 inh
Cc1ccccc1Cn1c(=O)n(Cc2ccco2)c(=O)c2ccccc21	-5	-5	0	-3	4	2	6	-9	-2	3
Cc1cc2c(nc1C)CCCN2S(=O)(=O)c1cccs1	-1	1	1	5	3	-5	4	nt	2	-7
O=C(c1cc(C(=O)c2ccco2)cc(C(=O)c2ccco2)c1)c1ccco1	1	-4	5	-1	3	0	22	10	1	7
O=C(Nc1ccc(Cl)cc1)/C(=C1\CCCN1)[N+](=O)[O-]	-5	-13	-5	-3	0	6	0	-2	4	-4
CC(=O)N1Cc2ccccc2C(C)CC12CCCC2 (stereo unspecified)	-2	1	-4	1	3	2	2	-1	-3	-7
Cc1c(NS(=O)(=O)c2ccc3nc(COc4ccccc4Cl)[nH]c3c2)c(=O)n(-c2ccccc2)n1C	2	4	-4	1	8	1	-6	-1	-1	-12
COc1ccc(C(=O)C2CCCN(S(=O)(=O)c3cccc(C)c3)C2)c(C)c1 (stereo unspecified)	-1	-12	-21	5	3	-3	0	-26	-1	-12
CCOC(=O)c1cc2c(=O)n3ccccc3nc2n(CCCOC)c1=NC(C)=O	0	-7	-10	3	4	2	5	7	-4	-11
Cc1ccc2nc(-c3cccc(Br)c3)cc(C(=O)Nn3cnnc3)c2c1	-9	1	-8	-4	2	4	2	-5	31	1
COC(=O)Cn1c2ccc(F)cc2c2nc(C)sc21	0	0	2	2	-5	6	19	-1	14	-2
Cc1cc2c(c(=O)o1)C(Cc1ccccc1)C(C#N)=C(N)O2 (stereo unspecified)	6	7	5	1	6	3	5	4	-1	11
Cc1ccc(O)c(C2=NOC(O)(C(F)(F)C(F)F)C2)c1 (stereo unspecified)	-5	2	-19	-3	13	5	7	-8	-1	-6

High-throughput results as filed in PubChem BioAssay.
